# RXFP1 antag: blocks the human relaxin receptor RXFP1. Q9HBX9. 350,000 tested, 0.59% active. activity change, negative = inhibition, % at 57.5 µM. HEK293-RXFP1, relaxin-stimulated cAMP HTRF, 30 min; stronger effect = lower value;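 active means activity change of -60% or lower, but not beyond a set lower limit; inconclusive means change between -60% and -40%, or beyond the set limit; inactive means change above -40%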
# Target sequence (Q9HBX9 whole entry, looked up): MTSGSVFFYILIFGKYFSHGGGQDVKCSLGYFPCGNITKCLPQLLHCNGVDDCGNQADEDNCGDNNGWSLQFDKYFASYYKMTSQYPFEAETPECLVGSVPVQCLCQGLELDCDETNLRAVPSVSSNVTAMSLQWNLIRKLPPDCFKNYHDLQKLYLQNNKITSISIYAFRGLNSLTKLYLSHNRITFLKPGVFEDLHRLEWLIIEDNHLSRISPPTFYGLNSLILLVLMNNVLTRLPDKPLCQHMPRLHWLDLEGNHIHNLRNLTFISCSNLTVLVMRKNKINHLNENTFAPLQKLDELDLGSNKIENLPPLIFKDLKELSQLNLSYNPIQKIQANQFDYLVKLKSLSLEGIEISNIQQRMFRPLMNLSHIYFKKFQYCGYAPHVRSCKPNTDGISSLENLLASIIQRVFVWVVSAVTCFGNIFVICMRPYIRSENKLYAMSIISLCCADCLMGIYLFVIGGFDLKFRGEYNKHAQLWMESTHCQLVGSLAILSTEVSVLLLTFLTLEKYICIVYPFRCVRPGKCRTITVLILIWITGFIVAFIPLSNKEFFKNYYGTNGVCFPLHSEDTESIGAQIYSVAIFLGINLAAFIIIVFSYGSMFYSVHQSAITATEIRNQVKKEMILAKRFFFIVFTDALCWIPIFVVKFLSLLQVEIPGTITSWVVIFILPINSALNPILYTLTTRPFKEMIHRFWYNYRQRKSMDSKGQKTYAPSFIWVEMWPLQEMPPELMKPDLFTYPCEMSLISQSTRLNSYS
# * = called active by the depositor; ? = inconclusive. On the % scale 0 is the no-effect control and ±100 the full control effect. Only part of the results is shown, so the mix of outcomes need not match the whole.
SMILES,RXFP1 antag
Cc1cc(C)n2c(SCC(O)=C(C#N)c3nc4ccccc4[nH]3)nnc2n1,-12
CCCNC1(C(N)=O)CCN(Cc2ccccc2)CC1,-5
O=C(O)c1ccccc1-c1ccccc1C(=O)Nc1ccc2c(c1)C(=O)c1ccccc1-2,-9
COc1ccc(C(=O)/C=C2\C(=O)Nc3ccc(Br)cc32)cc1,-75*
O=C(O)c1cc(=O)[nH]c(=O)[nH]1,-9
O[C@H]1CN(Cc2cccs2)[C@@H](c2ccccc2)C[C@@H]1n1cc(C2CC2)nn1,5
COc1ccccc1NS(=O)(=O)c1cc(NC(=O)CN2C(=O)NC3(CCCCC3)C2=O)ccc1C,4
CCCn1nc(C(=O)Nc2cc(S(=O)(=O)Nc3ccc(OC)cc3)ccc2O)c2ccccc2c1=O,-40
COc1cccc(C=NNC(=S)NN=Cc2cccc(OC)c2OC)c1OC,-19
Cc1ccc(NC(=O)COC(=O)c2cc(=O)c3ccccc3o2)c(Br)c1,2
Cc1cc2c(cc1C)NC(C)CC(=O)N2 (stereo not drawn),-10
N#CC1(NC(=O)COC(=O)C2CCN(S(=O)(=O)c3ccc4c(c3)OCCO4)CC2)CCCCC1,-6
CC1(C)c2ccccc2-c2nc3ccccc3cc2C1N1CCOCC1 (stereo not drawn),-17
COc1cc2c(c(OC)c1OC)-c1ccc(SC)c(=O)cc1C(NC(=O)C(F)(F)F)CC2 (stereo not drawn),-4
COc1cc2c(cc1OC)C(c1ccc(Br)cc1)NCC2 (stereo not drawn),-25
O=C(N/N=C/c1cc(Br)c(O)c([N+](=O)[O-])c1)C(O)(c1ccccc1)c1ccccc1,-3
Nc1c(-c2cccs2)cnn1-c1nc(-c2ccc(Cl)cc2Cl)cs1,4
CSc1ncccc1C(=O)OCC(=O)Nc1ccc(Cl)cn1,-8
COc1ccc(S(=O)(=O)N2CCCCC2)cc1NC(=O)C1CC(=O)N(Cc2ccco2)C1 (stereo not drawn),-16
O=C(c1ccoc1)N1CCN(c2cc(-c3ccccc3)nc3cc(-c4ccccc4)nn23)CC1,-8
O=c1cc(-c2ccccc2)oc2cc(O)cc(O)c12,12
COc1cc(NS(=O)(=O)c2ccc(N/C=C\C(=O)c3ccc(C)cc3)cc2)nc(OC)n1,-4
O=C(COC(=O)/C=C/c1ccc(F)cc1)NC1CC1,6
CCCN(C(=O)COC(=O)c1nc2nccc(C)n2n1)C1CCS(=O)(=O)C1 (stereo not drawn),-8

# Filtered by structure, the compounds so far with a COOH group (2)
SMILES,RXFP1 antag
O=C(O)c1ccccc1-c1ccccc1C(=O)Nc1ccc2c(c1)C(=O)c1ccccc1-2,-9
O=C(O)c1cc(=O)[nH]c(=O)[nH]1,-9

# Carrying on.
SMILES,RXFP1 antag
CC1(c2ccc3ccccc3c2)CCC(=O)O1 (stereo not drawn),-5
CC(C)(C)c1[nH]nc2c1C(c1ccc(OC(=O)c3ccco3)cc1)C(C#N)=C(N)O2 (stereo not drawn),-12
CO/N=C(\C(=O)N[C@@H]1C(=O)N2C(C(=O)OCOC(=O)C(C)(C)C)=C(C)CS[C@H]12)c1csc(N)n1,-36
CN1CCN(C(=O)OCCOCCOC(=O)N2CCN(C)CC2)CC1,-8
CC(=O)N1CCN(S(=O)(=O)c2cccc(C(=O)OCC(=O)N(Cc3ccccc3)C(C)(C)C)c2)CC1,-7
C=CCn1c(SCC(=O)NC2(C)CCS(=O)(=O)C2)nc2ccccc21 (stereo not drawn),-4
CC1(C)NC(=S)NC1=S,4
O=C(C(=O)c1cc(Br)ccc1O)c1cc(Br)ccc1O,-27
CC(=O)N1N=C(c2ccc(Br)cc2)CC1c1cccc([N+](=O)[O-])c1 (stereo not drawn),-7
COc1ccc(N2CCCC2=O)cc1S(=O)(=O)N1CCOCC1,3
Cc1cc(C(=O)N2CCc3ccccc32)ccc1[N+](=O)[O-],1
CN1CCN(S(=O)(=O)c2cccc(C(=O)N(Cc3ccccc3)c3ccccc3)c2)CC1,-29

# Quoted at random: 2 records from the list
SMILES,RXFP1 antag
O=C(C(=O)c1cc(Br)ccc1O)c1cc(Br)ccc1O,-27
Cc1cc(C(=O)N2CCc3ccccc32)ccc1[N+](=O)[O-],1

# Five entries from above, ordered by the number in RXFP1 antag, largest number first.
SMILES,RXFP1 antag
CC1(C)NC(=S)NC1=S,4
COc1ccc(N2CCCC2=O)cc1S(=O)(=O)N1CCOCC1,3
CC(=O)N1CCN(S(=O)(=O)c2cccc(C(=O)OCC(=O)N(Cc3ccccc3)C(C)(C)C)c2)CC1,-7
CN1CCN(C(=O)OCCOCCOC(=O)N2CCN(C)CC2)CC1,-8
CO/N=C(\C(=O)N[C@@H]1C(=O)N2C(C(=O)OCOC(=O)C(C)(C)C)=C(C)CS[C@H]12)c1csc(N)n1,-36

# Following part
SMILES,RXFP1 antag
O=C(CN1C(=O)C(=O)N(Cc2ccco2)C1=O)Nc1ccc(F)c(F)c1F,0
COc1ccc(OC)c(C2=Nn3c(nnc3-c3ccncc3)SC2)c1,-2
COc1ccc(NS(=O)(=O)c2cc(NS(=O)(=O)c3cc(C(=O)O)ccc3OC)ccc2C)cc1,2
CCOC(=O)N(C)C[C@H]1OCc2cnnn2CCCC(=O)N([C@@H](C)CO)C[C@@H]1C,-3
COc1ccc(N2c3ccccc3CN(Cc3ccccc3)CC2Cc2cc(OC)c(OC)c(OC)c2)cc1 (stereo not drawn),4
CCOc1ccc(C(=O)NCC(=O)OCC(=O)N(C)CC(=O)Nc2ccccc2CC)cc1OCC,-6
CCOc1ccc(NS(=O)(=O)c2ccc(C(=O)N(C)CC(=O)Nc3cccc(OC)c3)cc2)cc1,-5
CN(C#N)c1nc(N2CCOCC2)nc(N2CCOCC2)n1,-2
N#Cc1c(N)nc2c(c1-c1cccc(O)c1)CCCCCC2,-9
CCN(c1ccc(OC)cc1)S(=O)(=O)N1CCCC(C(=O)NCc2ccc(OC(C)C)cc2)C1 (stereo not drawn),-4
CC1CCOC2(O1)C(=O)N(CN1CCN(c3ccccc3F)CC1)c1ccccc12 (stereo not drawn),4
COc1c(C)c2c(c(O)c1C/C=C(\C)CCC(=O)OCCN1CCOCC1)C(=O)OC2,-5
O=CNc1ccc2c(c1)Cc1cccc(NC=O)c1-2,-12
O=C(CCNC(=O)N1CC(=O)Nc2ccccc21)NCc1cccc(C(F)(F)F)c1,0
O=C(NCCCCCCCCNC(=O)c1cccc2ccccc12)c1cccc2ccccc12,-3
CC(C)CC1C(=O)N(Cc2cn(CCC3OCCCO3)nn2)CCS(=O)(=O)N1Cc1ccc(-c2ccccc2)cc1 (stereo not drawn),-5
COc1ccc2c(CC(=O)NNC(=O)c3ccccc3F)coc2c1,-3
O=C(O)C1CCN(C(=O)CSc2nnc(-c3ccccc3)o2)CC1,4
COc1ccc(-c2oc3cc(OC(C)=O)cc(OC(C)=O)c3c(=O)c2OC)cc1,3
O=C(OCc1cn([C@H]2C[C@H](c3ccc(Cl)cc3)N(C(=O)C3CCCCC3)C[C@@H]2O)nn1)c1ccccc1,-7
Cn1c(=O)c2[nH]c(SCc3cccnc3)nc2n(C)c1=S,0
O=C(CCc1nc(-c2ccc(Cl)cc2)no1)OCc1ccc(Br)cc1,2
O=C(c1ccc(Cl)s1)N1CCN(S(=O)(=O)c2ccc(Cl)cc2)CC1,16
CC(=O)Nc1ccc2c(c1)C(=O)c1cccc(C(=O)O)c1-2,-3
Cc1sc(NC(=S)NC(=O)c2ccccc2)c(C#N)c1C,-21
Nc1[nH]c(=O)nc(Nc2ccccc2)c1N=O,-1
CCc1ccc(C(=O)Nc2cc3c(cc2Cl)OCCCO3)cc1,-6
COc1ccccc1-c1nnc(SC(C)C(=O)NCC2CCCO2)n1C (stereo not drawn),-3
CS(=O)(=O)c1ccc(Cl)c(NC(=O)CSc2nnc3n2CCCCC3)c1,-1
COc1ccc(OC)c(S(=O)(=O)N2CCN(C)CC2c2ccccc2)c1 (stereo not drawn),-16
COc1ccc(NC(=O)CN2CCCCC2)cc1S(=O)(=O)N1CCCCC1,-5
O=C(CS(=O)(=O)c1cn(CC(=O)N2CCOCC2)c2ccccc12)NCc1ccccc1,-6
CCC(CC)C(=O)OCC(=O)C1(O)CCC2C3CCC4=CC(=O)CCC4(C)C3C(O)CC21C (stereo not drawn),-17
COc1cc(/C=N/NC(=O)c2cc(-c3ccccc3C)nc3ccccc23)cc(OC)c1O,2
CN=C1SC(CC(=O)Nc2ccc(C(C)=O)cc2)C(=O)N1C (stereo not drawn),-21
Cc1ccc(S(=O)(=O)N2CCC(C(=O)OCC(=O)N(Cc3ccccc3)C(C)C)CC2)cc1C,5
CN=c1sc2c(n1C)C(=O)c1ccccc1C2=O,-1
CCN(CC(=O)Nc1ccc(NC(C)=O)cc1)C(=O)c1c(C)nn(-c2ccc(F)cc2)c1Cl,9
CC(=O)c1ccc(NC(=O)c2cnn3c(C(F)F)cc(C4CC4)nc23)cc1,-9
O=C(CSc1nnc(-c2ccccc2NC(=O)c2ccccc2)o1)OC1CCCCC1,11
O=C(NCCOc1ccc(F)cc1)C1CCC(=O)N(Cc2ccc(Cl)cc2)C1 (stereo not drawn),-13
CCCn1c(SCC(=O)N2CCc3ccccc32)n[nH]c1=O,-2
CC(=O)c1cccc(NC(=O)/C(=C\c2ccco2)NC(=O)c2cccs2)c1,1
CCn1ncc(Br)c1C(=O)Nc1ccccc1C(=O)OC,-15
COc1ccc(OC)c(NC(=O)COC(=O)CC2CCCCC2)c1,-11
O=S(=O)(O)c1cc2onnc2c2ccccc12,-12
O=C(CN1CCOCC1)Nc1cccc(C(F)(F)F)c1,-7
O=C(C1CCCCC1)N1C[C@@H](n2cc(C3CC3)nn2)[C@H](O)C[C@@H]1c1ccc(Cl)cc1,-12
CC1(C)Cc2nc3[nH]c(=S)n(-c4ccccc4)c(=O)c3cc2CO1,-9
Cc1c(C(=O)O)sc(S(=O)(=O)N2CCN(C(=O)CC(C)c3ccccc3)CC2)c1C(=O)O (stereo not drawn),-5
Cc1ccc(C)c(S(=O)(=O)/N=C(/Nc2ccccc2)c2ccccc2)c1,-8
COc1ccccc1NS(=O)(=O)c1cc(C(=O)N2CCCCCC2)ccc1C,0
C[C@@H]1CN([C@@H](C)CO)C(=O)c2c(c3ccccc3n2C)-c2ccccc2CO[C@H]1CN(C)S(=O)(=O)c1ccc(C(F)(F)F)cc1,-10
C=CCn1cc(Cl)c(=O)n(CC=C)c1=O,-14
COc1ccc(NC(=O)CN2C(=O)NC(C)(c3ccccc3)C2=O)cn1 (stereo not drawn),4
N#CCCN(Cc1cccnc1)C(=S)NC(=O)c1ccccc1,-6
CCCN(CC(=O)Nc1ccc(F)c(F)c1F)C(=O)Cc1ccc(OC)c(S(=O)(=O)N2CCOCC2)c1,-3
COc1cccc(NC(=O)c2cc(-c3ccc(OC)cc3OC)nc3ccccc23)c1,-3
Cc1ccc2sc(C)cc(=O)c2c1,-2
COc1nc(-c2ccccc2)nc(-c2ccccc2)c1C,-27
# (list continues)
SMILES,RXFP1 antag
O=C(Nc1ccc([N+](=O)[O-])cc1)NN1CCCCCC1,-2
COc1ccc(C(=O)CSc2nc(=O)n3ccc(C)cc3n2)cc1,-2
O=C(COC(=O)c1ccc([N+](=O)[O-])o1)NC1CCCC1,6
O=S(=O)(c1c(Cl)cc(Br)cc1Cl)N1CCN(C(=S)NC2CC2)CC1,?
CCCCN1C(=O)C(CC(=O)NC2CC2)CC(C(=O)N(C(C)C)C(C)C)=C1C (stereo not drawn),16
O=C(Nc1ccn(CCCN2CCN(Cc3ccc(F)cc3)CC2)c(=O)n1)OCc1ccccc1,8
N#Cc1ccccc1NC(=O)C1CCCO1 (stereo not drawn),4
C=C(c1ccc2nc(NC(=O)OC)[nH]c2c1)c1cccs1,-12
Cc1cc2nccnc2cc1C,-1
C/C(=N\NC(=O)c1cccc(Br)c1)c1ccc(Br)cc1,-8
Cc1ccc(S(=O)(=O)N2CCOCC2)cc1C(=O)OCC(=O)NCCc1ccc(F)cc1,2
COc1cccc(C(=O)NNS(=O)(=O)c2ccccc2)c1,0
CCCn1c(C)cc(C(=O)CN2C(=O)c3ccccc3S2(=O)=O)c1C,8
Cc1cccc(N(CC(=O)NCc2ccco2)S(=O)(=O)c2ccccc2)c1,0
CCOc1cc(C(=O)OC(C(=O)NC(=O)NC)c2ccccc2)ccc1OCC(=O)N1CCOCC1 (stereo not drawn),-4
CC(OC(=O)c1ccccn1)C(=O)Nc1nc(-c2ccc(F)c(F)c2)cs1 (stereo not drawn),-3
CC(NC(=O)Cc1cccs1)C(c1cccs1)N1CCN(c2ccccc2)CC1 (stereo not drawn),3
COCCCNC1=C(C#N)C(=O)NC2(CCCC2)S1,11
Cc1ccc([C@H]2C[C@H](n3cc(COC(=O)c4ccccc4)nn3)[C@@H](O)CN2Cc2cccs2)cc1,-4
Cc1cccc(NS(=O)(=O)c2ccc(C)c(C(=O)NCc3cccnc3)c2)c1,0
O=C(O)c1ccccc1C(c1ccccc1)c1ccccc1O (stereo not drawn),-25
O=C(COC(=O)c1cc(F)c(F)cc1Cl)NC1CCCCCC1,-1
COC(=O)CCCC(=O)N(C)CC1CCCN(CCc2ccccc2C)C1 (stereo not drawn),7
CCOc1ccc(-n2cc(C(=O)Nc3cccc(C)n3)c3cc(OC)c(OC)cc3c2=O)cc1,-3

# Screening results deposited in PubChem BioAssay by National Center for Advancing Translational Sciences (NCATS).
